From PubChem
GPR55 LPI antagonism: GPR55 antagonists blocking LPI-driven arrestin recruitment, primary screen, imaging, U2OS, beta-arrestin-GFP, LPI agonist (AID 2013); U2OS GPR55 beta-arrestin-GFP translocation imaging, LPI antagonism; higher % means a stronger effect; G-protein coupled receptor 55 (Homo sapiens); actives 0.13% (n = 290,000); inhibition, % at 10 µM; hits with a dose series show IC50 in µM;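 active means spots per cell inhibited over 60%, with over 100 cells counted and total cytoplasm intensity under 500,000; inconclusive means wells with under 100 cells, flagged as likely toxic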;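 further: U2OS cells stably carrying GPR55 and arrestin-GFP stimulated by 5 µM LPI near EC80; imaged beta-arrestin-GFP aggregate spots per cell after agonist stimulation; plate controls were LPI-stimulated DMSO wells for no effect and DMSO wells without LPI for full effect; some results filed as inactive read as strong as hits; confirmed hits need IC50 under 10 µM and bright autofluorescent wells are also inconclusive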
Myeloid diff 2: induction of myeloid progenitor differentiation, primary screen, cell-based, flow cytometry, MLPCN library; ER-HoxA9 myeloid progenitors, lysozyme-GFP differentiation; calls only at 10 µM; actives 1% (n = 360,000);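 active means normalized GFP-positive differentiation at or above the plate's own cutoff, the solvent-only control mean plus 3 SD; inconclusive means no clear call, values can overlap the other calls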;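 further: cells exposed to compound for four days before flow analysis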
NTR1 agonist: agonists of NTR1, primary screen, imaging, U2OS cells, beta-arrestin-GFP, high content (AID 493036). Neurotensin receptor type 1 (Homo sapiens), P30989. NTR1-U2OS beta-arrestin-GFP spot imaging, agonist mode. activation, % at 20 µM. actives 0.17% (n = 330,000);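 active means activation at or above 40% of the spot to cytoplasm intensity ratio, with at least 20 cells analyzed; inconclusive means wells under 20 cells, flagged as cytotoxic or low count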;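 further: 0% = DMSO without peptide and 100% = 100 nM NTR1 peptide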
Target sequence (P30989 whole entry, looked up): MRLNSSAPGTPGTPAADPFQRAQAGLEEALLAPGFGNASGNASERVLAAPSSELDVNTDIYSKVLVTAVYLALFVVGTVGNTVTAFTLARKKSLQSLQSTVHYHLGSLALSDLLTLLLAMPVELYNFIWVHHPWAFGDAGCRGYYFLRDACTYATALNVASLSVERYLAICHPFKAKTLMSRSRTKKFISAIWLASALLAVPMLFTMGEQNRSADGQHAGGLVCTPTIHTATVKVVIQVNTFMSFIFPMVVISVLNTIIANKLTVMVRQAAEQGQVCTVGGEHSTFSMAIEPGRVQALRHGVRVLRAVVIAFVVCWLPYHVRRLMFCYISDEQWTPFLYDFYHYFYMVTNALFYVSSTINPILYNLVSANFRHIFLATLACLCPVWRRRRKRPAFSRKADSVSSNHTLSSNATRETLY
HIV peptide binding: inhibitors of HIV fusion peptide binding, primary screen, biochemical, uHTS, fluorescence dequenching (AID 1986); cell-free peptide binding, fluorescence dequenching, 30 min; higher % means a stronger effect; inhibition, % at 20 µM, or IC50 in µM where a hit was titrated; actives 0.3% (n = 290,000); in the data active means inhibition mostly above about 52%, no sharp cut-off; inactive means mostly below about 76%; further: some results filed as inactive read as strong as hits
Salmonella PhoP GFP: inhibitors of PhoP regulon expression, primary screen, Salmonella Typhimurium, GFP reporter (AID 1863) | S. Typhimurium PhoP-regulated promoter GFP reporter, 4 h; higher % means a stronger effect | inhibition, % at 50 µM; hits with a dose series show IC50 in µM | actives 0.16% (n = 300,000);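 active means inhibition over 29.93%, a cutoff 3 SD above the screen mean, later confirmed by dose response; inconclusive means inhibition over 29.93% but no dose response follow-up; inactive means inhibition at most 29.93% or unconfirmed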;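 further: 0% = low Mg2+ inducing control and 100% = high Mg2+ repressing control; strong numbers were not always called active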
Rac1 GTP hydrolysis: MgcRacGAP GTPase-activating activity inhibitors, confirmation, biochemical, ADP Hunter fluorescence. Rac GTPase-activating protein 1 (Homo sapiens). MgcRacGAP-stimulated Rac1 GTP hydrolysis, ADP Hunter fluorescence; higher % means a stronger effect; GST-tagged Rac1 F28L mutant substrate. inhibition, % at 30 µM, or IC50 in µM where a hit was titrated. actives 0.6% (n = 340,000). AID 624330, 2012;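 active means first-screen hits whose inhibition reached a set limit at any dose in the follow-up dose series; inconclusive means inhibition above the set first-screen limit but never retested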;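 further: fluorescence reports GDP produced by GAP-driven GTP hydrolysis; strong numbers were not always called active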
GPR35 arrestin U2OS: GPR35 antagonists blocking zaprinast-driven arrestin recruitment, primary screen, imaging, U2OS, beta-arrestin-GFP, zaprinast agonist (AID 2058); actives 0.052% (n = 290,000); U2OS GPR35 beta-arrestin-GFP translocation imaging, zaprinast antagonism; higher % means a stronger effect; inhibition, % at 10 µM; hits with a dose series show IC50 in µM;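 active means inhibition of at least 50% with at least 30 cells and total cytoplasm GFP at most 10,000,000; inconclusive means under 30 cells or total GFP of 10,000,000 plus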
LYP inhibition: inhibitors of LYP phosphatase, biochemical, fluorescence intensity, uHTS (AID 1779) | actives 0.054% (n = 290,000) | one-dose inhibition, % at 11.5 µM; IC50 in µM for titrated hits | Tyrosine-protein phosphatase non-receptor type 22 (Homo sapiens) | recombinant LYP phosphatase, fluorescence intensity; higher % means a stronger effect; in the data active means inhibition above about 50%;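 further: plate controls were vehicle with enzyme for no effect and no enzyme for full effect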
Siah-1 displacement: Siah-1 peptide-binding antagonists, primary screen, biochemical, fluorescence polarization, rhodamine-plectin, uHTS (AID 1817); E3 ubiquitin-protein ligase SIAH1 (Homo sapiens); actives 0.02% (n = 290,000); one-dose displacement, % at 20 µM; IC50 in µM for titrated hits; Siah-1 / rhodamine-plectin peptide fluorescence polarization; higher % means a stronger effect;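 active means displacement of at least 50% at 20 µM, with a fluorescence ratio check between 0.3 and a set limit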;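 further: plate controls were Siah plus tracer with DMSO for no effect and tracer alone without Siah for full effect; strong numbers were not always called active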
NTR1 agonist cell count 20 µM: second read-out of NTR1 agonist, no call of its own (marks repeat the call); cell count; measured here: cell count, cytotoxicity flag
Myeloid diff 2 GFP+ MAC1+ %: also measured in Myeloid diff 2; calls as there; GFP+ MAC1+ double positive, %; measured here: differentiation confirmed by MAC1 staining
* hit, by the source's call; i = inactive; u = inconclusive; x = no result given; + = active, no number.

mol	GPR55 LPI antagonism	Myeloid diff 2	Myeloid diff 2 GFP+ MAC1+ %	NTR1 agonist	NTR1 agonist cell count 20 µM	HIV peptide binding	Salmonella PhoP GFP	Rac1 GTP hydrolysis	GPR35 arrestin U2OS	LYP inhibition	Siah-1 displacement
O=C(Nc1ccc(Cl)cc1N1CCOCC1)C1CC1	-6%	u	x	-0.4	57	-0.4%	-5%	3%	-18%	-8%	1%
CCN(CC)C(=O)c1sc(NC(=O)c2ccoc2C)c(C(=O)OC)c1C	-13%	i	1.0	2.3	49	-0.6%	13%	-3%	0%	-9%	-2%
COc1ccc(CCNC(=O)C(=O)NCC2OCCN2S(=O)(=O)c2cc(F)ccc2F)cc1 (centres undefined)	-15%	i	0.8	3.2	60	-1.6%	x	11%	-9%	-11%	0%
CCCN1CCN(CC(=O)Nc2nnc(C)s2)CC1	-5%	i	0.8	-0.8	78	0.3%	-9%	3%	6%	-3%	-6%
COc1cccc(NC(=O)Cn2cnc3sc(C)c(S(=O)(=O)N4CCN(C)CC4)c3c2=O)c1	2%	i	1.8	-0.4	81	0.9%	-4%	3%	-3%	-3%	0%
Cn1c(=O)cc(OCC(=O)N2CCCc3ccccc32)c2ccccc21	-7%	i	2.0	0.7	77	0.3%	-5%	1%	-3%	3%	3%
COc1cccc(N(CC(=O)NC2CCCCC2)C(=O)CCC(=O)Nc2nc(C)cs2)c1	6%	i	0.9	1.2	37	1.9%	-11%	6%	5%	-6%	2%
CC(NC(=O)CCNC(=O)c1ccco1)c1ccc(F)cc1 (centres undefined)	-2%	i	0.7	2.9	36	1.0%	3%	4%	1%	-8%	-3%
CCOC(=O)C1=C(O)/C(=C/c2ccc(OCC(=O)O)c(OCC)c2)SC1=Nc1ccc(C)cc1	-1%	i	0.3	6.8	45	39%	0%	9%	3%	4%	0%
CC(C)NC(=O)c1ccc(-c2cc(C(F)(F)F)ccc2Cl)o1	4%	i	8.7	1.8	50	-0.2%	-8%	-2%	-11%	-6%	1%
CN1CCN(Cc2c(C#N)c3ccccc3n2C)CC1	-1%	i	0.7	10	83	-2.9%	5%	3%	10%	-7%	-1%
C#CCSc1nnc(-c2ccc(C)cc2)o1	4%	i	1.2	1.9	51	12%	-2%	5%	-5%	0%	6%
CCc1ccc(/C=C2\SC(=S)N(CCC(=O)Nc3cc(C)on3)C2=O)cc1	-2%	i	0.1	-0.5	69	5.1%	-24%	14%	1%	-6%	-4%
NC(=O)COC(=O)[C@@H]1CC(O)CN1S(=O)(=O)c1ccc2c(c1)OCCO2 (some centres undefined)	2%	i	0.4	2.6	49	-1.4%	-10%	5%	11%	-7%	-4%
O=c1oc(-c2cccs2)nc2ccc(Cl)cc12	2%	i	0.1	4.1	63	5.5%	0%	2%	18%	7%	-3%
CC(NC(=O)C12CC3CC(CC(O)(C3)C1)C2)c1ccccc1 (centres undefined)	-6%	i	0.3	1.0	44	-0.6%	-2%	1%	-10%	1%	-1%
Cc1ccccc1C(C(=O)NC1CCCC1)N(C(=O)CNC(=O)c1ccco1)c1cccnc1 (centres undefined)	3%	x	x	-1.7	77	-0.2%	5%	x	-13%	-2%	-4%
O=C(O)c1cccc(S(=O)(=O)Nc2ccc3c(c2)CCC3)c1	8%	i	0.6	0.9	81	2.7%	-5%	-1%	-3%	-2%	-4%
O=C(c1cccc(C(F)(F)F)c1)C1CCCN(Cc2cccc(OCCO)c2)C1 (centres undefined)	-9%	i	0.2	0.5	96	1.3%	-3%	-2%	-5%	4%	-1%
FC(F)(F)c1ccc(Cl)c(-n2c(-c3cc(C4CC4)[nH]n3)n[nH]c2=S)c1	7%	i	0.4	-0.9	42	-0.9%	-12%	5%	8%	0%	-3%
O=C(O)CCNC(=O)/C(=C/c1ccco1)NC(=O)c1ccco1	0%	i	1.1	-0.4	67	11%	-5%	11%	-5%	-5%	1%
COc1ccc(OC)c(C(=O)NC(CC(N)=O)c2ccc(NC(C)C)c([N+](=O)[O-])c2)c1 (centres undefined)	-3%	i	0.5	-2.1	107	7.3%	2%	9%	-4%	-14%	5%
CN1C(=O)C(CC(=O)NC2CCCCC2)SC1=Nc1ccccc1 (centres undefined)	-3%	i	0.3	-1.3	98	1.9%	-5%	8%	-12%	-2%	-3%
CCOC(=O)C1CCN(C(=O)C(CC)c2ccccc2)CC1 (centres undefined)	0%	i	0.8	-1.4	74	-0.7%	-7%	6%	-7%	-5%	0%
COc1ccccc1Oc1coc2cc(OCC(N)=O)ccc2c1=O	6%	i	0.8	-0.5	96	0.8%	9%	4%	-2%	-7%	1%
CCc1cc2c(=O)n(CC(=O)NCCc3ccc(OC)c(OC)c3)cnc2s1	-3%	i	0.4	1.1	44	-1.2%	-2%	0%	12%	-6%	1%
CCCOC(=O)c1ccc(Cl)c(NC(=O)c2cccnc2)c1	7%	x	x	-0.7	39	1.0%	-4%	x	-5%	-5%	15%
CCOc1cc(CNc2ccc(N3CCCC3)cc2)cc(Cl)c1OC	-5%	u	x	7.6	40	6.5%	3%	u	0%	2%	19%
Cc1ccc(NC(=O)CSc2nnc(CNC(=O)c3ccco3)o2)cc1	7%	i	0.6	-1.0	86	2.2%	-2%	-30%	0%	-7%	-5%
CSc1nnc(CNS(=O)(=O)c2ccc(Cl)cc2)n1C	-1%	i	0.5	-1.6	78	0.7%	2%	7%	1%	-4%	5%
CN(CCOc1ccc(-c2ccn(S(=O)(=O)c3ccc(Cl)cc3)n2)cc1)c1ccccn1	-2%	i	0.6	2.4	67	-3.9%	-5%	9%	4%	2%	-1%
COC(=O)Cc1c(C)c2ccc(OCC(C)=O)c(C)c2oc1=O	3%	i	0.4	-0.3	67	-0.2%	-4%	7%	10%	-6%	-2%
Cc1ccc(S(=O)(=O)N2CCN(Cc3csc(C)n3)CC2)cc1	-2%	+	12*	-0.2	53	0.3%	6%	1%	3%	-3%	2%
COc1ccccc1C(=O)NC(=O)CSc1nncn1C	x	i	0.9	1.2	56	x	-1%	9%	x	x	x
O=C(CSc1nc(-c2ccccc2Cl)ns1)NCc1ccco1	-1%	i	2.3	-2.3	93	3.0%	-4%	-1%	6%	-4%	0%
CC(C)(C)OC(=O)NCc1ccc(CNC(=O)c2[nH]cnc2C(=O)NCC(=O)OCc2ccccc2)cc1	6%	i	0.6	56*	98*	-0.6%	2%	10%	-9%	-6%	-5%
O=C(c1cnn(C(=O)COc2ccccc2F)c1)c1cc(F)ccc1O	4%	i	0.1	4.0	49	-1.6%	-3%	5%	13%	-7%	-6%
Nc1nc(-c2ccccc2)cc(-c2ccccc2)n1	0%	i	0.3	-0.2	62	0.6%	1%	-4%	-8%	-2%	5%
Cc1cc(C)n(CC(O)COc2ccc(F)cc2)n1 (centres undefined)	-1%	i	0.9	-1.3	75	-1.0%	1%	9%	-4%	-7%	2%
CC(C)Oc1ccc(NC(N)=O)cc1	1%	i	0.5	-2.3	87	-1.5%	-4%	10%	-7%	-5%	-2%
CCCCn1c(SCC(=O)c2ccccc2)nc2c1c(=O)[nH]c(=O)n2C	-4%	i	0.9	4.1	40	-1.5%	-3%	10%	8%	-1%	-3%
COc1cccc(/C=N/NC(=O)c2cnccn2)c1OC	13%	i	0.5	0.8	39	0.9%	-9%	11%	-14%	-2%	6%
COc1ccccc1N1CCN(C(=O)c2c(-c3ccccc3Cl)noc2C)CC1	-4%	i	1.2	1.6	67	16%	0%	7%	-6%	-6%	2%
CC(=O)N1CCN(c2nc(C)nc3sc4c(c23)CCC(C)C4)CC1 (centres undefined)	22%	i	0.4	-1.1	69	0.0%	5%	3%	11%	-6%	5%
O=C(O)/C=C/C(=O)NNC(=O)c1cccc(Br)c1	-1%	i	0.5	0.2	61	3.4%	-8%	7%	1%	1%	4%
Cc1cccc(NS(=O)(=O)c2cc(NC(=O)CC(=O)c3ccc([N+](=O)[O-])cc3)ccc2C)c1	4%	x	x	x	x	-0.1%	-4%	x	10%	0%	2%
O=C(c1cnc2n(c1=O)CCS2)N1CCN(c2ccccc2Cl)CC1	9%	x	x	x	x	-0.4%	-2%	x	14%	-6%	5%
O=C1CCC2c3ccc4ccccc4c3CCN12 (centres undefined)	-4%	i	0.5	0.0	80	14%	4%	10%	-7%	4%	3%
CCCc1nc2sc3c(c2c(=O)n1NC(=O)CCC(=O)O)CCCC3	9%	i	4.9	-1.6	83	1.6%	0%	-2%	-9%	-1%	10%
Cc1nc2cc(C(=O)O)ccc2s1	13%	i	1.1	-0.6	101	5.8%	-18%	7%	-6%	-4%	3%
O=C(c1cc(-c2ccncc2)nc2ccccc12)N1CCN(c2ccccc2O)CC1	4%	i	1.4	3.2	58	1.2%	0%	9%	-10%	4%	4%
Cc1cc(OC(=O)c2ccc(S(=O)(=O)N(C)C)cc2)c([N+](=O)[O-])c(=O)[nH]1	-4%	i	0.5	-0.9	103	1.4%	2%	4%	-3%	-7%	4%
O=C(Nc1nccs1)c1ccc(S(=O)(=O)NCc2cccs2)cc1	2%	i	1.7	-0.4	41	4.1%	0%	4%	-1%	84%*	-1%
O=C(CCc1ccccc1)Nc1cc2c(cc1Cl)OCCO2	5%	i	1.0	0.0	58	0.9%	2%	14%	-5%	-2%	10%
Cc1ccc(NC(=O)C2c3ccccc3Oc3ccccc32)nc1	2%	i	0.2	-1.0	35	-0.9%	-1%	x	12%	0%	6%

Rows are unselected; 2.4% or so of the library scored in one or more.
